Screening data: PubChem, Sanford-Burnham Center for Chemical Genomics
HKDC1 inhibitor – inhibitors of human hexokinase HKDC1. inhibition, % at 20 µM. 340,000 compounds, 0.16% hits. recombinant HKDC1, G6PDH/diaphorase resazurin coupled fluorescence. AID 493160. Q2TB90;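 active = inhibition above about 35% when tested at 20 µM, limit read from the data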;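 note: plate controls were DMSO wells with enzyme for no effect and DMSO wells lacking enzyme for full effect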
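Test system: HK5 enzyme. Quantity: 5 µg/mL HK5 final. Reagent: glucose and ATP substrates. Schedule: 90 min reaction incubation at room temperature, dark. Technique: resazurin-to-resorufin fluorescence via G6PDH and diaphorase coupling, 525/613 nm. Control set: DMSO wells with and without enzyme mix.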
SENP6 inh – SENP6 protease inhibition; Q9GZR1; Recombinant SENP6 catalytic domain, aminoluciferin luminescence; inhibition, % at 10 µM; 330,000 compounds, 1.8% hits;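 active = inhibition above about 50% at the single tested dose, limit read from the data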;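 note: plate controls were DMSO wells with enzyme for no effect and DMSO wells lacking enzyme for full effect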
NALP3 yeast inh – NALP3 inhibition in yeast; Yeast reconstituted NLRP3/ASC/caspase-1, beta-gal luminescence, 24 h; inhibition, % at 10 µM; 330,000 compounds, 0.39% hits; AID 2825;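 active = inhibition of 50% or more; inactive = inhibition below 50%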;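 note: plate controls were induced DMSO wells for no effect and uninduced yeast grown without galactose for full effect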
SENP7 inh – blocks the human protease SENP7. Q9BQF6. AID 434973. recombinant SENP7, Z-RLRGG-aminoluciferin luminescence, 40 min. 330,000 compounds, 1.5% hits. inhibition, % at 5 µM;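 active = inhibition above about 50% at the single test dose, limit read from the data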;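 note: plate controls were DMSO with enzyme for no effect and no enzyme buffer wells for full effect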
Target sequence (Q9BQF6 706-1050 limits assumed): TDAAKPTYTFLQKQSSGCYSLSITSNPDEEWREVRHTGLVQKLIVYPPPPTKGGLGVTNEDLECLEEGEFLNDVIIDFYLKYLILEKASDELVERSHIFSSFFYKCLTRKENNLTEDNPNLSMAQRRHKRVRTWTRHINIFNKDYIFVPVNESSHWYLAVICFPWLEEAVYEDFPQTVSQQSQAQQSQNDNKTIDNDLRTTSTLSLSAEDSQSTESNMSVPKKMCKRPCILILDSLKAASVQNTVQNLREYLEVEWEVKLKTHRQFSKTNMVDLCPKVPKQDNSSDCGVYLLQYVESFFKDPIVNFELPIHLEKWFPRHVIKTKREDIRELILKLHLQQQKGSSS
SENP8 block-1 – SENP8 (human) protease inhibition | Q96LD8 | recombinant SENP8, Nedd8 substrate fluorescence | inhibition, % at 20 µM | 360,000 compounds, 0.64% hits | AID 602440; in the data active = inhibition mostly above about 40%, no sharp cut-off; inactive = mostly below about 27%
Target sequence (Q96LD8 whole entry, looked up): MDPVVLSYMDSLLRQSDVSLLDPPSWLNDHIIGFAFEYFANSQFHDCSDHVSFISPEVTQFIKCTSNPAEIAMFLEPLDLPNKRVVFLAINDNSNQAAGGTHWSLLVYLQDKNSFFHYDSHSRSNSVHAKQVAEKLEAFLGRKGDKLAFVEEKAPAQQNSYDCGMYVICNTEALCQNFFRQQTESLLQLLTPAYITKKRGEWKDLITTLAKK
SENP8 block-2 – inhibitors of human SENP8 protease; Q96LD8; purified SENP8, Z-RLRGG-aminoluciferin cleavage, luminescence; inhibition, % at 10 µM; 330,000 compounds, 1.2% hits; AID 2540; in the data active = inhibition above about 50%
SENP1 inh – SENP1 (human) catalytic domain inhibition; recombinant SENP1 catalytic domain, CyPet-SUMO1-YPet FRET cleavage; Q9P0U3; inhibition, % at 10 µM; 360,000 compounds, 0.21% hits;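 active = inhibition at least 30% at 10 µM, raw YFP signal under a set limit, fluorescence ratio 0.5 to 1.5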;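 note: 0% = enzyme with DMSO and 100% = no enzyme wells; some results filed as inactive read as strong as hits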
Target sequence (Q9P0U3 419-644 limits assumed): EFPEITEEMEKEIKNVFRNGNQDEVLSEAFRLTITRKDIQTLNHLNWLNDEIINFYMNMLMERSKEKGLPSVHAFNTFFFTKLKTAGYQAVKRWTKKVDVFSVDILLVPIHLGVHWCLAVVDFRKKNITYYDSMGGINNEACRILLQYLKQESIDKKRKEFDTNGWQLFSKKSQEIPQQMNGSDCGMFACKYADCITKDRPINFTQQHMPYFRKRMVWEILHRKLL
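Material – human SENP1 catalytic domain · Input – SENP1 enzyme, 20 pM final · Compound dosing – single concentration of 10 µM compound, 0.5% DMSO final · Timing – enzyme reaction for 50 min at room temperature, dark · Measured by – FRET fluorescence in CFP and YFP emission channels · Control set – no-enzyme wells low, DMSO-plus-enzyme wells high control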
Apaf1 inhib – blocks human Apaf-1 apoptosome activity; AID 489030; O14727; inhibition, % at 20 µM; reconstituted apoptosome caspase-3 activity, DEVD-Rh110 fluorescence; 330,000 compounds, 0.71% hits; active = inhibition of at least 40% at 20 µM;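 note: plate controls were DMSO wells for no effect and DEVD-CHO caspase inhibitor wells for full effect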
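Material: cell-free apoptosome with Apaf-1, procaspase-3 and caspase-9; Buffer or medium: Hepes pH 7.5 with detergent and BSA; Reagent: cytochrome c trigger plus (Z-DEVD)2-Rh110 caspase-3 substrate; Times: compound with Apaf-1, dATP, procaspase-3 30 min, then 50 min reaction, room temperature; Technique: Rh110 fluorescence intensity.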
PfGluPho inh – PfG6PD (Plasmodium falciparum) enzyme inhibition | inhibition, % at 20 µM | AID 504690 | PfGluPho enzyme, NADPH resazurin-diaphorase fluorescence | 350,000 compounds, 0.78% hits;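 active = inhibition reaching at least a set limit at 20 µM in the primary screen, cut at about 59% in these data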;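 note: 0% = DMSO wells with substrate and 100% = DMSO wells lacking glucose-6-phosphate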
* marks the source's active call; other numbers are inactive results; . = no result given. Not a hit list. About 4.1% of those tested had a hit in this group.

SMILES | HKDC1 inhibitor | SENP6 inh | NALP3 yeast inh | SENP7 inh | SENP8 block-1 | SENP8 block-2 | SENP1 inh | Apaf1 inhib | PfGluPho inh
CC(=O)NCc1cc(-c2nn(C)c(=O)c3ccccc23)ccc1C | 3 | -20 | -3 | 8 | 23 | -6 | 3 | 0 | -1
C(=N\N(Cc1ccccc1)c1ccccc1)/c1ccco1 | -4 | 1 | -8 | -3 | 16 | -4 | -3 | 11 | 8
O=S(=O)(Nc1nc(-c2sccc2Cl)cs1)c1cc(Cl)ccc1Cl | 23 | 74* | 9 | 3 | 37 | 10 | 4 | 37 | 1
COc1ccccc1N(CC(=O)Nc1ccc(Cc2ccncc2)cc1)S(=O)(=O)c1ccccc1 | 0 | -18 | -7 | -1 | 0 | -5 | 0 | 23 | 18
COCCNC(=O)CN(Cc1cccs1)C(=O)CCC(=O)Nc1nccs1 | -12 | 7 | -5 | 6 | 0 | 9 | -1 | -3 | -9
CCN(CC(=O)Nc1c(F)cccc1F)C(=O)C1CCCN(C(=O)c2ccc(Cl)cc2)C1 (stereo not drawn) | -5 | -6 | -11 | -4 | 6 | 6 | 0 | 31 | -10
CCOC(=O)C1(P(=O)(c2ccccc2)c2ccccc2)CCC1 | -9 | 4 | -9 | 9 | 26 | 4 | 0 | 7 | -10
COc1cc(NC(=O)C2CCCN2S(=O)(=O)c2cccc3cccnc23)cc(OC)c1OC (stereo not drawn) | 3 | 1 | 4 | 11 | 0 | -4 | 3 | 2 | 13
Cc1cc(-n2c(SCC(=O)Nc3ccc(F)c(F)c3)nc3n[nH]c(C)c3c2=N)ccc1Cl | 2 | -11 | 0 | -1 | -11 | -2 | 2 | -2 | -3
CCOc1ccc(NS(=O)(=O)c2c(C)nc3sccn3c2=O)cc1 | -7 | 21 | 5 | 2 | -70 | 6 | -1 | -5 | 1
CCCCc1c(O)n2c(nc3ccccc32)[nH]c1=O | 1 | -5 | 17 | 8 | 26 | -10 | 0 | -3 | 1
O=C(NCc1ccc(Cl)cc1)C1CCN(S(=O)(=O)c2cccs2)CC1 | -2 | -1 | 15 | 2 | -5 | 6 | 2 | 9 | 11
Cc1onc(-c2ccccc2)c1C(=O)N1CCN(c2ccccn2)CC1 | -7 | 2 | 7 | -2 | 0 | 2 | 2 | 7 | -10
COc1cccc(NC(=O)C2CCN(S(=O)(=O)c3ccc4[nH]c(=O)oc4c3)CC2)c1 | 3 | 5 | 2 | 5 | 7 | 4 | 2 | 8 | -19
CCN1CCN(c2cc(C)c3cc(NC(=S)N4CCN(c5ccccc5)CC4)ccc3n2)CC1 | -1 | -3 | 22 | -7 | -243 | -5 | -17 | 8 | 4
COc1ccc(Nc2cc(C)c3ccc(O)cc3n2)cc1 | -6 | 0 | 76* | 2 | -397 | -6 | -49 | 1 | 72*
CSc1nsc(SC)c1NC(=O)OCc1ccccc1 | 12 | 4 | 23 | 4 | 4 | 1 | -1 | -12 | 27
CSc1nc(C)c(Cc2ccccc2)c(=O)[nH]1 | -3 | 8 | 11 | 11 | 16 | 6 | -2 | -4 | 15
COC(=O)c1ccccc1NC(=O)Nc1cccnc1 | -6 | 77* | 6 | 1 | -33 | 59* | -2 | -9 | -1
COc1ccc(C)cc1NC(=O)CN(c1ccccc1F)S(C)(=O)=O | -6 | -16 | 9 | -8 | 11 | -4 | 2 | 3 | 8
Cc1ccc(S(=O)(=O)N2CCN(C(=O)Cn3c(=O)oc4ccccc43)CC2)c(C)c1 | -2 | 5 | 6 | 11 | 17 | -3 | 1 | -3 | 11
Cc1cc(Nc2cc(Cl)nc(Sc3ccc(NC(=O)C4CC4)cc3)n2)n[nH]1 | 3 | -6 | 12 | -11 | 16 | 2 | 5 | 2 | 7
CC(C)Nc1nnc(SC(C)C(=O)N(C)C2CCCCC2)s1 (stereo not drawn) | -3 | -1 | 12 | 5 | 13 | 1 | 1 | 9 | 9
COc1c(Br)cc(Br)cc1C(=O)Nc1ccccc1N1CCCC1 | 0 | -23 | 14 | 0 | 9 | -8 | 3 | 10 | -12
Cc1ccc(CNC(=O)CC(C)S(=O)(=O)c2ccc3c(c2)NC(=O)C(C)S3)cc1 (stereo not drawn) | 1 | -3 | 10 | 1 | 6 | 1 | 3 | 0 | -1

Further structures follow:
SMILES | HKDC1 inhibitor | SENP6 inh | NALP3 yeast inh | SENP7 inh | SENP8 block-1 | SENP8 block-2 | SENP1 inh | Apaf1 inhib | PfGluPho inh
CC1CCC(C(=O)NC(C(=O)N2CCc3ccccc3C2)C(C)C)CC1 (stereo not drawn) | 0 | 11 | 15 | 11 | 18 | 3 | 0 | 22 | 0
Cc1cccc(NS(=O)(=O)c2cc3c(cc2C)NC(=O)CO3)c1 | -2 | 0 | -5 | -2 | 15 | 3 | -7 | 2 | -2
Cc1cc([N+](=O)[O-])nn1CC(=O)Nc1cc(F)ccc1F | 6 | 6 | 9 | 1 | 25 | 1 | 1 | -7 | -16
COC(=O)CNC(=O)c1cn(CC(C)C)c(=O)c2cc(OC)c(OC)cc12 | 0 | -3 | 8 | -12 | -15 | -4 | 0 | 6 | -11
c1ccc(COc2ccc(OCCn3cncn3)cc2)cc1 | -2 | 10 | 17 | 14 | 10 | -11 | -11 | 6 | 5
Nc1cc(-c2cccc(Br)c2)nn1Cc1ccccc1 | 8 | -7 | 20 | 0 | 8 | -13 | -4 | 17 | 17
O=C(Cn1nc(-c2ccccc2)c2ccccc2c1=O)Nc1cccc(O)c1 | 7 | 1 | 16 | -4 | 4 | -1 | 2 | -9 | -4
Cc1nn(CC(=O)NCc2ccco2)c(C)c1[N+](=O)[O-] | -4 | -8 | -3 | -9 | 32 | -2 | 1 | -30 | -2
Cc1cc(OCCSc2nnc(-c3cccs3)n2C)ccc1Cl | 5 | -7 | 0 | -4 | 31 | -15 | 1 | 8 | 70*
Cc1ccc(S(=O)(=O)N2CCOCC2)cc1NC(=O)CSc1nnnn1C1CCCC1 | 3 | 3 | 1 | 1 | 13 | -5 | 3 | 2 | -14
Cc1ccccc1Cn1cc(NC(=O)COc2ccccc2)cn1 | -2 | 5 | 29 | 0 | 18 | -11 | 0 | 12 | 7
CC1CCN(C(c2cccs2)c2nnnn2Cc2ccccc2)CC1 (stereo not drawn) | 3 | 5 | 7 | 5 | 9 | 0 | -3 | 20 | 23
CN(C)Cc1nnnn1-c1cccc(-n2nnnc2CN(C)C)c1 | -7 | -2 | -4 | -2 | 15 | 4 | 1 | -29 | 0
CC(=O)Nc1ccc(S(=O)(=O)NCc2cn3ccsc3n2)cc1 | -10 | -10 | 4 | -1 | 11 | 2 | -1 | -8 | -1
CC(C)(C)n1ncc2c(=O)n(CC(=O)NCCc3ccccc3)cnc21 | -9 | -2 | 9 | 4 | 17 | -4 | -2 | 8 | -2
CC(=O)c1cnc(N2CCCCC2)nc1C | -1 | -3 | 25 | -13 | 10 | -11 | 0 | -2 | -3
COc1ccc(CCCc2nnc(SCC(=O)Nc3ccccc3F)o2)cc1 | -6 | 11 | 15 | 5 | -20 | 7 | -56 | 14 | 12
Cn1c(=O)c2c(ncn2CC(=O)OCC(=O)Nc2cc(Cl)ccc2C#N)n(C)c1=O | -5 | -11 | 6 | -11 | 10 | -11 | -1 | -2 | -13
CC(OC(=O)C12CCC(=O)N1c1ccccc1S2)C(=O)Nc1cccc(Cl)c1 (stereo not drawn) | -1 | -7 | -3 | 0 | 8 | 10 | 1 | -4 | 1
COCc1c(C(=O)Nc2ccc3nc(N4CCOCC4)sc3c2)oc2ccccc12 | 4 | 0 | 24 | -8 | -123 | -15 | -11 | 26 | 13
COc1ccc(CCNCc2ccc(-c3ccccc3)cc2)cc1OC | -2 | . | . | . | 20 | . | -14 | . | -4
COC(=O)C(Cc1c[nH]c2ccccc12)NC(=O)c1ccc2nc[nH]c2c1 (stereo not drawn) | -8 | -6 | 16 | -4 | 9 | 12 | 2 | 1 | 12
CCc1ccnc(NS(=O)(=O)c2ccc3c(c2)OCCO3)c1 | -6 | -15 | 9 | -6 | -95 | -3 | 0 | -4 | 9
CCC(C)(C)n1nnnc1C(c1cc2cc(C)cc(C)c2[nH]c1=O)N1CCN(C(=O)c2ccco2)CC1 (stereo not drawn) | -6 | -12 | 17 | 0 | -88 | -2 | -2 | -6 | 15
COc1ccc(F)cc1S(=O)(=O)n1nc(C)cc1C | 0 | 4 | -18 | 3 | 0 | -9 | 1 | -6 | 16

(further entries)
SMILES | HKDC1 inhibitor | SENP6 inh | NALP3 yeast inh | SENP7 inh | SENP8 block-1 | SENP8 block-2 | SENP1 inh | Apaf1 inhib | PfGluPho inh
COc1cc2c(cc1OC)CN(C1CCCN(Cc3cc(Cl)ccc3O)C1)CC2 (stereo not drawn) | 1 | -10 | 9 | 6 | -123 | -1 | -25 | -8 | 5
COC(=O)c1cc(C(=O)OCC(=O)NC(=O)NCc2ccccc2)cc([N+](=O)[O-])c1 | 3 | -10 | 12 | -1 | 14 | 1 | 3 | 14 | 3
Cc1nc(SCC(=O)c2cc3ccccc3oc2=O)c(C#N)c(-c2ccccc2)c1C(=O)Nc1ccccc1 | -6 | -15 | 8 | 2 | -50 | 2 | -9 | 24 | -17
CCOC(=O)C1C2C=CC3(CN(Cc4ccccc4)C(=O)C13)O2 (stereo not drawn) | -4 | -13 | -3 | -2 | 13 | -2 | 0 | 5 | -17
COc1ccc(C(=O)NC(=S)Nc2ccc3oc(=O)ccc3c2)cc1[N+](=O)[O-] | -4 | -8 | 6 | 8 | 0 | 9 | 1 | 14 | 0
NS(=O)(=O)c1cccc(NC(=O)c2cc(-c3cccs3)nc3ccccc23)c1 | -2 | -17 | 8 | 13 | -393 | 0 | -1 | 5 | 21
O=C(O)CCC(=O)N1N=C(c2cccs2)CC1c1cccc([N+](=O)[O-])c1 (stereo not drawn) | 1 | -3 | 12 | -1 | 11 | 1 | 2 | -1 | 1
O=C(Nc1ccc2c(c1)C(=O)NC2=O)c1cc(Cl)ccc1Cl | -5 | -7 | 8 | -10 | -372 | -19 | -3 | 11 | 13
CC(CP(=O)(O)O)NC(=O)Cc1ccccc1 (stereo not drawn) | -1 | -13 | 11 | 6 | 24 | -7 | 1 | 7 | -12
O=C(CC1C(=O)NCCN1Cc1c(F)cccc1Cl)NC1CCCCCC1 (stereo not drawn) | -4 | 42 | -13 | 6 | 6 | 6 | 2 | -25 | -1
